Screening results deposited in PubChem BioAssay by Sanford-Burnham Center for Chemical Genomics.
XIAP displacement = small molecules displacing peptide from XIAP – biochemical, IAP family, fluorescence polarization (AID 1018); 0.007% of 200,000 active; one-dose displacement, % at 20 µM; IC50 in µM for titrated hits; XIAP BIR domain, fluorescence polarization peptide displacement; higher % means a stronger effect; in the data active means displacement above about 50%; further: a part of the inactive calls stands beside numbers as strong as those of hits
LYP inhibition = PTPN22 lymphoid phosphatase activity blockers – biochemical, fluorescence intensity, uHTS (AID 1779); 0.054% of 290,000 active; inhibition, % at 11.5 µM; hits with a dose series show IC50 in µM; recombinant LYP phosphatase, fluorescence intensity; higher % means a stronger effect;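 further: plate controls were vehicle with enzyme for no effect and no enzyme for full effect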
PMI inhibition = MPI inhibition at elevated mannose 6-phosphate – biochemical, fluorescence intensity, high mannose 6-phosphate, primary screen (AID 1220); recombinant PMI enzyme, coupled fluorescence intensity; higher % means a stronger effect; inhibition, % at 20 µM; hits with a dose series show IC50 in µM; 0.66% of 190,000 active
human PMI inhibition = MPI enzyme activity inhibition – biochemical, fluorescence intensity, coupled assay, primary screen (AID 1209). purified PMI enzyme, coupled fluorescence intensity; higher % means a stronger effect. one-dose inhibition, % at 20 µM; IC50 in µM for titrated hits. 0.42% of 190,000 active;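 further: plate controls were DMSO vehicle for no effect and wells lacking substrate for full effect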
KOR beta-arrestin-1 = kappa opioid receptor blockers – cell-based, luminescence, uHTS (AID 1778) | inhibition, % at 10 µM; hits with a dose series show IC50 in µM | 0.091% of 290,000 active | KOR beta-arrestin recruitment, luminescence, antagonist mode; higher % means a stronger effect; further: strong numbers were not always called active
NOD2 inhibition = inhibition of NOD2-driven NF-kB reporter – cell-based, luminescence, uHTS, HEK293 (AID 1566) | HEK293 NOD2/NF-kB luciferase reporter, luminescence; higher % means a stronger effect | inhibition, % at 4 µM; hits with a dose series show EC50 in µM | 0.63% of 290,000 active; further: many of its hits are not listed in these tables
TNAP activators = stimulation of alkaline phosphatase TNAP activity – biochemical, luminescent, no phosphate acceptor, uHTS, primary screen (AID 1001); purified TNAP, luminescent activation assay, no phosphate acceptor; higher activation fold means a stronger effect; activation fold at 20 µM, or EC50 in µM where a hit was titrated; 0.03% of 200,000 active; in the data active means activation fold from about 3, or a potency from the dose series; inactive means the rest, 99 in 100 with activation fold below about 1.6; further: many of its hits are not listed in these tables
KOR beta-arrestin-2 = KOR agonists, beta-arrestin recruitment, primary screen, cell-based, luminescence, uHTS (AID 1777); KOR beta-arrestin recruitment, luminescence; higher % means a stronger effect; one-dose activation, % at 10 µM; EC50 in µM for titrated hits; 0.02% of 280,000 active; in the data active means activation above about 50%, passing the limit was not always enough; further: a part of the inactive calls stands beside numbers as strong as those of hits
NOD1 inhibition = inhibition of NOD1-driven NF-kB reporter – cell-based, luminescence, uHTS, primary screen (AID 1578) | 1% of 290,000 active | NOD1-driven NF-kB luciferase reporter cells, luminescence; higher % means a stronger effect | inhibition, % at 4 µM, or EC50 in µM where a hit was titrated; in the data active means inhibition mostly above about 36%, no sharp cut-off; inactive means mostly below about 34%;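 further: HEK-293T reporter cells stimulated with the NOD1 agonist gamma-tri-DAP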
Numbers without * were called inactive; . = no result given; [ ] = another dose, or the depositor's remark. Unless noted, no stated cut-off is given here; in the data, active means inhibition above about 50%; inactive means the rest. A portion of the library; count on the stated rates, not on these rows.

XIAP displacement,LYP inhibition,PMI inhibition,human PMI inhibition,KOR beta-arrestin-1,NOD2 inhibition,TNAP activators,KOR beta-arrestin-2,NOD1 inhibition,compound
-4.3%,-10%,1%,0%,36%,11%,1.1,-5.0%,-2%,O=C(Nc1cccn2ncnc12)C(Cl)Cl
.,-6%,.,.,4%,3%,.,-3.4%,-10%,COc1ccc(CNC(=O)C(=O)NCC2OCCN2S(=O)(=O)c2ccc(C)cc2)cc1 (configuration not stated)
-3.2%,-5%,-7%,-1%,-7%,1%,1,-7.7%,-25%,NCCCC[C@H]1CNC(=S)N1CCc1cccc(F)c1
.,-4%,.,.,16%,7%,.,-6.1%,-16%,O=C(COc1ccc(Br)cc1Cl)NC1CCN(Cc2ccccc2)CC1
-0.3%,-4%,-7%,-1%,-4%[20 µM],7%,1,4.6%,-14%,Cc1ccc(N2C(=O)C(CN3CCCCC3)C2c2ccccc2)cc1 (configuration not stated)
-3.3%,-6%,5%,4%,2%,-13%,1.1,-6.4%,-22%,CCOc1ccc(NC(=O)CSc2nnc(CCNC(=O)c3ccc(OC)cc3)n2C)cc1
-1.6%,-12%,-4%,1%,-23%,8%,1.1,0.3%,3%,COc1ccc(CN2CCCCC2C)cc1OC (configuration not stated)
.,1%,.,.,-22%,-10%,.,6.0%,-37%,Cc1ccc(C(=O)O)cc1NC(=S)NC(=O)c1ccc(COc2ccccc2)cc1
7.3%,-3%,16%,17%,33%,19%,1.2,-1.5%,-24%,O=C(NCc1ccco1)c1ccccc1Nc1ccc(F)cc1
-6.1%,2%,-4%,2%,12%,-130%,1,-3.2%,-38%,CN(C)c1ccc(/C=c2\sc3n(c2=O)CCCN=3)cc1
-5.5%,1%,-3%,6%,-22%,-18%,1.1,3.3%,-9%,COc1ccc(OCC(=O)N2c3ccccc3CCc3ccccc32)cc1
.,-3%,.,.,-16%,9%,.,-4.4%,-16%,COc1ccccc1C(=O)N/C(=C/c1ccc2c(c1)OCO2)C(=O)Nc1ccc(C(=O)O)cc1
.,-13%,.,.,-9%[20 µM],2%,.,-5.2%,-20%,N#Cc1c(-c2ccccc2)oc(=O)c2ccccc12
-2.8%,1%,-11%,-10%,-8%,4%,1.1,0.6%,-6%,Cc1nc2scc(-c3cccs3)c2c(=O)n1CC(=O)O
.,5%,8%,2%,-9%,-14%,2,-5.8%,-7%,c1ccc(N=Nc2cn[nH]c2-c2ccco2)cc1
-0.1%,-12%,-3%,-10%,13%,10%,1,-2.3%,-1%,Cc1cc(NC(=S)Nc2cccnc2)ccc1Br
-14%,-7%,6%,-1%,33%,2%,1.2,-0.3%,24%,O=C(N[C@@H](Cc1ccccc1)C(=O)OCC(=O)N1CCOCC1)c1cccs1
-2.1%,1%,-6%,5%,-18%,9%,1.1,2.5%,17%,COc1ccc(Cl)cc1NC(=S)NCc1ccco1
-9.2%,0%,-1%,4%,19%,11%,1.2,2.1%,-16%,COc1ccc(OC)c(-c2cc(C(=O)Nc3c(C)n(C)n(-c4ccccc4)c3=O)no2)c1
.,2%,.,.,32%,-15%,.,-3.3%,3%,CC[C@@H]1CC=C[C@H]2[C@H]1C(=O)N(Cc1ccccc1)[C@H]2c1ccoc1
0.7%,-16%,0%,11%,-6%,-4%,1.1,1.3%,-14%,CCOC(=O)c1[nH]nc(-c2c(O)cc(C)cc2O)c1-c1csc(C)n1
.,-9%,.,.,-5%,-4%,.,3.9%,-10%,CC(=O)OC(C[N+]1(C)CCCCCC1)c1ccccc1 (configuration not stated)
.,-8%,.,.,-83%[20 µM],-103%,.,3.5%,-60%,COc1cccc2sc3ccc(C#CC4(O)CCCCC4)cc3c(=O)c12
-7.8%,-4%,3%,4%,-5%,-21%,2.1,-0.2%,-59%,COc1ccc(NS(=O)(=O)c2cccc(C(=O)N/N=C/c3ccccn3)c2)cc1
.,-2%,.,.,-12%,-16%,.,3.9%,-12%,COc1ccc(N(CC(=O)Nc2cc(Cl)ccc2C)S(=O)(=O)c2c(C)n[nH]c2C)cc1
2.4%,-7%,0%,5%,-40%,2%,1.1,4.1%,0%,CS(=O)(=O)N(Cc1ccc(C(=O)NCCSCc2ccco2)cc1)c1ccccc1
.,-6%,.,.,-15%,12%,.,-2.8%,-22%,C=CCNc1nnc(Cc2ccc(F)cc2)c(=O)[nH]1
.,-6%,.,.,-17%,0%,.,2.0%,-28%,CC(C)c1nc2cc(C(=O)NC(C)c3cnn(C)c3)ccc2o1 (configuration not stated)
-7.8%,-10%,-11%,-12%,-10%,14%,1.1,-2.4%,-5%,Cn1c(Cn2c(=O)sc3ccccc32)nnc1SCC(=O)NCc1ccc2c(c1)OCO2
.,-13%,.,.,-43%[20 µM],10%,.,-2.0%,51%,COc1ccc(CN2CCC(=O)N(CCO)CC2)cc1OC
-4.5%,-2%,14%,10%,.,17%,1,.,4%,Cn1c(=O)c2c(ncn2CC(=O)N/N=C/C(Br)=C/c2ccccc2)n(C)c1=O
.,0%,.,.,27%,3%,.,0.3%,-7%,CCN(Cc1cc(=O)[nH]c2ccccc12)C(=O)c1ccc(C)cc1
.,-28%,.,.,-27%,-4%,.,2.2%,-34%,COc1ccc2cc3cc(C(=O)NCCCN4CCC(C)CC4)oc3nc2c1
.,-1%,.,.,24%,9%,.,-1.2%,-4%,CCOc1ccc(S(=O)(=O)N2CCN(Cc3ccc4c(c3)OCO4)CC2)cc1OCC
-6.2%,-4%,10%,13%,12%,11%,1.1,-5.4%,12%,O=S(=O)(c1ccc(N2CC=C(c3ccccc3)CC2)nc1)N1CCCC1
-6.0%,0%,-4%,-8%,-43%,22%,1,3.8%,55%*,O=C(Cn1[nH]c(=O)c2ccccc2c1=O)Nc1cccc(S(=O)(=O)N2CCCCCC2)c1
-7.2%,-5%,-38%,-18%,-38%,-4%,1.1,9.3%,29%,COc1cccc(C2=CC(c3ccccc3)n3ncnc3N2)c1 (configuration not stated)
-2.8%,-2%,-9%,-12%,10%,4%,1.1,-0.9%,-25%,COc1ccc(CCNC(=O)C(CC(C)C)NC(N)=O)cc1 (configuration not stated)
-2.1%,-1%,2%,5%,3%,-27%,1,3.8%,-22%,COc1cccc(-c2cc(C(=O)Nc3cc(C)nn3-c3ccccc3)no2)c1
-4.6%,9%,15%,16%,-60%,-47%,1,3.4%,21%,Cc1sc2nc(SCC(=O)C(C)(C)C)n(Cc3ccco3)c(=O)c2c1C

10 entries from above, with two lines to a compound:
Every second line gives: XIAP displacement | LYP inhibition | PMI inhibition | human PMI inhibition | KOR beta-arrestin-1 | NOD2 inhibition | TNAP activators | KOR beta-arrestin-2 | NOD1 inhibition
CC(C)c1nc2cc(C(=O)NC(C)c3cnn(C)c3)ccc2o1 (configuration not stated)
 : . | -6% | . | . | -17% | 0% | . | 2.0% | -28%
Cn1c(Cn2c(=O)sc3ccccc32)nnc1SCC(=O)NCc1ccc2c(c1)OCO2
 : -7.8% | -10% | -11% | -12% | -10% | 14% | 1.1 | -2.4% | -5%
COc1ccc(CN2CCC(=O)N(CCO)CC2)cc1OC
 : . | -13% | . | . | -43%[20 µM] | 10% | . | -2.0% | 51%
Cn1c(=O)c2c(ncn2CC(=O)N/N=C/C(Br)=C/c2ccccc2)n(C)c1=O
 : -4.5% | -2% | 14% | 10% | . | 17% | 1 | . | 4%
CCN(Cc1cc(=O)[nH]c2ccccc12)C(=O)c1ccc(C)cc1
 : . | 0% | . | . | 27% | 3% | . | 0.3% | -7%
COc1ccc2cc3cc(C(=O)NCCCN4CCC(C)CC4)oc3nc2c1
 : . | -28% | . | . | -27% | -4% | . | 2.2% | -34%
CCOc1ccc(S(=O)(=O)N2CCN(Cc3ccc4c(c3)OCO4)CC2)cc1OCC
 : . | -1% | . | . | 24% | 9% | . | -1.2% | -4%
O=S(=O)(c1ccc(N2CC=C(c3ccccc3)CC2)nc1)N1CCCC1
 : -6.2% | -4% | 10% | 13% | 12% | 11% | 1.1 | -5.4% | 12%
O=C(Cn1[nH]c(=O)c2ccccc2c1=O)Nc1cccc(S(=O)(=O)N2CCCCCC2)c1
 : -6.0% | 0% | -4% | -8% | -43% | 22% | 1 | 3.8% | 55%*
COc1cccc(C2=CC(c3ccccc3)n3ncnc3N2)c1 (configuration not stated)
 : -7.2% | -5% | -38% | -18% | -38% | -4% | 1.1 | 9.3% | 29%

(cont.)
XIAP displacement,LYP inhibition,PMI inhibition,human PMI inhibition,KOR beta-arrestin-1,NOD2 inhibition,TNAP activators,KOR beta-arrestin-2,NOD1 inhibition,compound
.,-4%,.,.,-25%,-6%,.,8.6%,20%,O=C(N/N=C/c1cccc2ccccc12)c1cccc(F)c1
-2.9%,2%,-8%,-2%,-1%,11%,1.1,-2.0%,-41%,CCN(CC)C(=O)Cn1cc(SCC(=O)NCc2ccco2)c2ccccc21
-4.7%,-2%,22%,12%,8%,-11%,1.6,0.2%,-10%,O=C(N/N=C/c1ccccn1)c1cccs1
.,-8%,.,.,-17%,1%,.,-2.6%,-12%,COC(C(=O)N/N=C/c1ccc(OCC(=O)N2CCOCC2)cc1)c1ccccc1 (configuration not stated)
-0.2%,-7%,-2%,1%,-42%[20 µM],-13%,0.9,-0.3%,-46%,O=C(CSC1=NCCS1)Nc1cccc(F)c1
.,-1%,.,.,-35%[20 µM],-1%,.,0.0%,-12%,Cc1ccc(CNC(=O)[C@H](C)NC(=O)C2CCN(C(=O)[C@@H](N)CC(C)C)CC2)cc1
-9.1%,-7%,8%,6%,19%,19%,1,-7.7%,-14%,C/C=C/C(=O)Nc1nnc(C(C)C)s1
0.5%,1%,7%,-1%,0%,-8%,1.1,-5.9%,-14%,O=C(OCC(=O)N1CCCc2ccccc21)C1CCN(S(=O)(=O)c2cccs2)CC1
-3.0%,0%,4%,0%,-10%,-14%,1.1,2.8%,-6%,CCOc1ccc(OCC)c(S(=O)(=O)N2CCCCC2C)c1 (configuration not stated)
-4.4%,-3%,-8%,-1%,17%,17%,1.1,0.8%,-9%,C[C@H](NS(=O)(=O)c1ccccc1F)C(=O)OCC(=O)N1CCc2ccccc21
-7.0%,-1%,-7%,-13%,5%,6%,1,-2.2%,-33%,COC(=O)c1ccc(Nc2cc(C)nc3ncnn23)cc1
.,-5%,.,.,-18%,-8%,.,55%,0%,CCOc1ccc(/C=C2\SC(=S)N(C)C2=O)cc1OC
.,-5%,.,.,12%,12%,.,-2.4%,-11%,Cc1ccc(S(=O)(=O)N2CCN(C(=O)c3ccc(N4CCCCC4)c([N+](=O)[O-])c3)CC2)cc1
-1.0%,-7%,3%,4%,2%,0%,1,2.9%,-7%,CN(C)S(=O)(=O)c1cc(NC(=O)COC(=O)Cc2ccc(Br)cc2)ccc1Cl
-5.4%,-1%,3%,-4%,16%,-54%,1.1,0.9%,-45%,Cc1ccccc1-c1nnc(-c2ccccc2C)o1
.,2%,.,.,-12%,-13%,.,-2.4%,-51%,CCn1c(-c2ccccn2)nc2cc(S(=O)(=O)N(C)C)ccc21
-6.5%,-3%,-2%,0%,-9%,4%,1.1,-2.2%,14%,Cn1cccc1Cc1nnc(SCC(=O)N2CCOCC2)n1CCc1ccccc1
-5.3%,-1%,0%,1%,5%,11%,1.1,8.6%,-31%,Cn1c(N)c(C(=O)COC(=O)c2cc(S(=O)(=O)N3CCCCC3)ccc2Cl)c(=O)n(C)c1=O
